AddAB inh: less growth of phage-infected E. coli with AddAB. E. coli expressing H. pylori AddAB, absorbance growth. inhibition, % at 11.9 µM. 0.29% of 330,000 active. AID 435030; in the data active = inhibition above about 12%;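 also: 0% = vehicle wells of infected cells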
Rtt109 HAT inh: C. albicans Rtt109 histone acetyltransferase inhibition; 0.16% of 330,000 active; inhibition, % at 34.9 µM; purified Rtt109/Vps75, ThioGlo CoA-SH fluorescence, 4 h;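 active = inhibition of at least 50% in every replicate; inconclusive = best replicate reaches 50% inhibition but some replicates fall short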
Target sequence (Q5AAJ8 whole entry, looked up): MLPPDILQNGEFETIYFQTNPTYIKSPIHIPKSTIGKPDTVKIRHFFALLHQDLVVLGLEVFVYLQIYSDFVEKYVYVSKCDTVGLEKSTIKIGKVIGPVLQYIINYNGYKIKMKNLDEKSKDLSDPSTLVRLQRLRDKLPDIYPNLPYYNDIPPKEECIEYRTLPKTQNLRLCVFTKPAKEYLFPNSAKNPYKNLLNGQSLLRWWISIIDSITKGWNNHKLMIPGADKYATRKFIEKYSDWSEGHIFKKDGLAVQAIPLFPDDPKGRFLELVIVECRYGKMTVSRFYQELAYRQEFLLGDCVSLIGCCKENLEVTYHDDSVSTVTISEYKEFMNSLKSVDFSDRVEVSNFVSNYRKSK
Tat transport: blocks Tat-dependent protein export in E. coli; E. coli MC4100 TorA-mCherry Tat export, fluorescence; inhibition, % at 10 µM; 0.036% of 340,000 active;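 active = mean replicate inhibition at least 50% and at least half of replicates individually reaching 50%; inconclusive = only one of the two criteria met; inactive = neither criterion met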;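 also: exported cargo escapes ClpAP degradation while cytoplasmic cargo is degraded and loses fluorescence; 0% = median of neutral control wells and 100% = median of NaSCN control wells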
PvdQ inh: P. aeruginosa PvdQ acylase inhibition. 0.063% of 340,000 active. purified PvdQ acylase, fluorescence plate reader. inhibition, % at 10 µM. AID 488965; in the data active = inhibition above about 30%, passing the limit was not always enough; inconclusive = no clear call, values can overlap the other calls;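 also: 0% = vehicle neutral wells and 100% = reference inhibitor wells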
PfHsp90 yeast 2: inhibits growth of yeast expressing Plasmodium falciparum Hsp90 | inhibition, % at 9.4 µM | 0.32% of 310,000 active | S. cerevisiae expressing PfHsp90, BacTiter-Glo ATP, 48 h; yeast lacking PDR1 and PDR3 efflux regulators | AID 504621;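 active = every replicate shows inhibition above about 80%, whatever the replicate mean, limit read from the data; inconclusive = mean inhibition reaches the set limit but some replicate falls short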;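 also: 0% = DMSO neutral controls and 100% = 20 µM radicicol positive controls; yeast relying on Plasmodium falciparum Hsp90 in place of its own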
phage Ecoli inh: E. coli growth loss with phage present. 0.26% of 360,000 active. growth absorbance. inhibition, % at 11.9 µM; in the data active = inhibition above about 11%
E coli growth: reduces bacterial viability in AddAB counter-screen; E. coli V3065 growth, OD600 absorbance, 18 h; inhibition, % at 11.9 µM; 0.27% of 330,000 active;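 active = inhibition above the campaign's mean inhibition across all tested compounds plus 3 SD, cut at about 9.9% in these data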;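 also: uninfected addAB+ strain grown without phage in ampicillin broth; 0% = DMSO wells and 100% = ciprofloxacin 0.95 µg/ml wells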
DAGLB inhibitor: blocks human DAGLB lipase activity | HEK293T DAGLB membrane lysate, EnzChek fluorogenic substrate | inhibition, % at 5.17 µM | 0.059% of 340,000 active | AID 504411; in the data active = inhibition above about 34%;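 also: 0% = enzyme with vehicle and 100% = wells lacking enzyme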
Target sequence (Q8NCG7 whole entry, looked up): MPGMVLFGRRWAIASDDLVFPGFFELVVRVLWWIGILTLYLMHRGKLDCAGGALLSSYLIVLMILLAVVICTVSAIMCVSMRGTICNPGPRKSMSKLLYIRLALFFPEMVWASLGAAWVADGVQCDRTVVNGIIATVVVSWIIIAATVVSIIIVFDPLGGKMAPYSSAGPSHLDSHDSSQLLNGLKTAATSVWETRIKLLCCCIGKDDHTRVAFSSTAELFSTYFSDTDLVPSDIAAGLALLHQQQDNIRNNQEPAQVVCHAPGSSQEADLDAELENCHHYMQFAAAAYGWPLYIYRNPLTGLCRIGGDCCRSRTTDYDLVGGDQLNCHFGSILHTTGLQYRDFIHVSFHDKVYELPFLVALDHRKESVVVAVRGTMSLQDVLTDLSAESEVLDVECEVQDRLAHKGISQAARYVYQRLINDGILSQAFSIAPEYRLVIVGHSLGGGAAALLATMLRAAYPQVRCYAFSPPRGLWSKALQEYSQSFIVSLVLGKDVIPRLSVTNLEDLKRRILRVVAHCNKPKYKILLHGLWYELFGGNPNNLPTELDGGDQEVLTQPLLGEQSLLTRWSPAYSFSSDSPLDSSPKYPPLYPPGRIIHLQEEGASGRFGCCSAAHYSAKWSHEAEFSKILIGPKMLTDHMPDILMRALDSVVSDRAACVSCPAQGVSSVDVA
CAL PDZ FP: inhibitors of human CAL PDZ peptide binding. purified CAL PDZ, TMR-peptide fluorescence polarization, 1 h. inhibition, % at 20 µM. 0.02% of 330,000 active. AID 504414;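 active = highest replicate inhibition of at least 40%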;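 also: plate controls were DMSO neutral control wells for no effect and unlabeled competitor peptide control wells for full effect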
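Control set: unlabelled peptide and DMSO controls / Material: purified CerCALP PDZ construct / Timing: 1 h incubation at room temperature before polarization reading / Doses: 20 µM, one dose / Detection: fluorescence polarization (mP)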
Wnt bcat act: activators of Wnt/beta-catenin signaling; Wnt/beta-catenin reporter cell assay, activator, plate reader; activation, % at 9.35 µM; 1.2% of 300,000 active; in the data active = activation above about 30%, passing the limit was not always enough; inconclusive = no clear call, values can overlap the other calls;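 also: 0% = neutral control wells and 100% = positive control wells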
An asterisk follows results filed as active; u = inconclusive; x = no result given; & = joins results of further samples.

SMILES	AddAB inh	Rtt109 HAT inh	Tat transport	PvdQ inh	PfHsp90 yeast 2	phage Ecoli inh	E coli growth	DAGLB inhibitor	CAL PDZ FP	Wnt bcat act
COc1cc(C2Nc3cc(Cl)c(S(N)(=O)=O)cc3S(=O)(=O)N2)cc(OC)c1OC (stereo not given)	0.7	-4	-2	-3	-22	3.8	4.8	-1	-1.0	x
c1ccc(-c2cnc(CSc3nnc4ccccn34)o2)cc1	1.2	-2	-7	-18	43	3.2	0.2	-3	-0.4	u
O=C(COC(=O)c1cccc(S(=O)(=O)N2CCN(c3ccccc3)CC2)c1)NCc1ccco1	1.9	-14	-4	-13	-14	1.3	0.5	-1	-1.5	-1
CCn1c(SCC(=O)Nc2ccccc2F)nnc1-c1ccoc1C	3.5	6	-2	-6	-1	3.3	0.7	0	-2.1	0
Cc1cccc(NC(=S)NNC(=O)c2csc(C)c2)c1	-0.8	1	2	8	-6	-0.4	-0.5	-2	0.0	-2
CCOC(=O)C(Cc1ccc(NC(=O)/C(=C/c2ccc(OC(C)=O)cc2)NC(C)=O)cc1)N1C(=O)c2ccccc2C1=O (stereo not given)	-4.1	-13	-8	-6	5	2.8	-2.5	2	-2.8	12
CCN(CC)CCNC(=O)C(=O)Nc1cc2c3c(c1)CCC(=O)N3CCC2	5.8	2	-2	-9	-1	5.8	0.8	2	-1.0	2
CCOC(=O)c1sc(NC(=O)CC(C)c2ccccc2)nc1C (stereo not given)	3.3	-1	8	27	8	1.6	-2.9	-10	-0.8	0
CCOC(=O)N1CCN(C(=O)/C(=C/c2ccc(Br)cc2)NC(=O)c2ccc(OC)cc2)CC1	-1.4	3	4	-15	-1	0.7	1.1	1	-1.4	7
Cc1ccc(C(CCN(Cc2ccccc2)C(=O)c2ccco2)c2ccco2)cc1 (stereo not given)	-1.5	5	-1	-21	7	3.6	0.2	5	-0.4	-3
COc1cccc(CNS(=O)(=O)c2c(C)[nH]c(C)c2C(=O)N2CCCC2)c1	1.6	-4	0	-8	-2	2.0	-0.2	2	-0.7	2
O=C(NCC(=O)N(Cc1ccco1)C(C(=O)NC1CCCCC1)c1cccnc1)c1ccco1 (stereo not given)	-1.9	5	-14	-6	-3	0.8	0.9	0	0.6	-1
COc1ccc(Cl)cc1NC(=S)N1CCN(c2ccccn2)CC1	2.6	6	-8	-11	-36	3.4	4.8	-1	-0.6	x
CC1CCCN(CCCOc2ccc(Cl)cc2Br)C1 (stereo not given)	4.5	-24	-2	-2	19	3.8	-1.4	3	-1.8	8
O=[N+]([O-])c1ccc(N2CCOCC2)cc1NCCCO	3.7	-2	5	-5	18	3.3	3.0	0	-1.0	-11
CC(C)C(=O)N1CCN(c2ccccc2NC(=S)NC(=O)c2ccco2)CC1	2.2	15	-5	1	-2	0.6	-0.2	-4	-2.4	-5
c1ccc(C(=C2CCCO2)c2ccccc2)cc1	x	0	-2	13	8	2.5	x	-4	0.1	-1
COc1cccc(Nc2ncnc3sc(C)cc23)c1	6.0	3	-7	1	8	3.4	0.0	2	-2.8	10
C/C(=N\NC(=O)c1ccccc1O)C1CC1	6.0	-3	-7	-7	-12	2.4	0.3	-3	-0.9	-2
CCOc1cc(C(=S)N2CCOCC2)ccc1OC(=O)c1ccc(C)cc1	-1.5	4	11	-6	0	-0.9	-1.3	8	-1.1	2
O=C(CN1C(=O)NC2(CCCC2)C1=O)N1CCN(S(=O)(=O)c2cc(Cl)ccc2Cl)CC1	1.3	0	4	-3	x	-3.2	0.5	-2	-1.3	u
COCCn1c(SCc2cnc(-c3ccccc3)s2)nnc1-c1ccncc1	0.4	6	2	-1	-17	-0.6	1.1	1	-3.5	x
CN(C(=O)C(Cl)Cl)c1ccc(OC(=O)c2ccco2)cc1	-0.6	0&13	12&1	13&-9	7	4.5	1.6	0	-1.9	-1
CC1(C)Cc2c(c(-c3ccccc3)[nH]c(=O)c2C#N)CS1	0.3	-17	-3	10	6	2.0	-2.5	1	x	x
Cc1ccc(Cl)cc1NC(=O)CN1CCOCC1	0.4	-5	-1	-14	-8	2.7	-1.8	0	-0.8	1
CSC1=NC2(CCCCC2)CC12C=CC(=O)C=C2	-0.8	2	-2	-16	-18	2.3	2.9	0	-0.3	1
Cc1onc(-c2c(Cl)cccc2Cl)c1C(=O)c1c[nH]c(C(=O)NC2CC2)c1	3.2	7	-6	-5	28	-0.1	-1.8	-4	-2.5	x
O=C(Nc1cccc(S(=O)(=O)N2CCOCC2)c1)c1cc([N+](=O)[O-])ccc1N1CCOCC1	-1.4	-3	-3	-8	14	2.8	0.7	0	-0.4	-2
O=C1Nc2ccccc2/C1=N\c1sc2c(c1C(=O)Nc1ccccc1)CCCC2	0.6	-3	2	-13	-31	3.8	-3.6	3	0.4	x
Cc1cc[n+](CC(=O)Nc2nc3ccccc3s2)cc1	1.7	0	7	-13	-17	4.1	-3.7	-2	-1.6	-17
O=C(CN1CCC(Cc2ccccc2)CC1)NC(=O)NCc1ccco1	-1.9	33	6	12	-5	4.5	0.5	-2	-1.9	x
O=C1NCCSC1c1ccccc1 (stereo not given)	3.3	13	-4	17	6	-0.3	-2.4	-3	-0.5	-3
CN(CC(=O)Nc1ccccc1Cl)C(=O)COC(=O)/C=C/c1ccccc1	0.0	4	0	14	5	3.3	-4.7	0	-3.2	2
O=C(c1ccc(OC2CCN(Cc3ccccc3C(F)(F)F)CC2)cc1)N1CCCCC1	2.1	-7	15	-6	2	2.3	0.7	-10	1.1	2
CCN(CC)C(=O)CSc1nc2c(sc(=S)n2-c2ccccc2OC)c(=O)n1-c1ccccc1	-0.8	8	7	0	-5	1.7	-0.5	-1	-1.0	-3
CC(Cc1c[nH]c2ccccc12)NC(=O)C1CCCNC1=O (stereo not given)	3.0	0	-7	-5	3	1.6	3.5	2	-2.0	-2
O=C(c1ccc(F)cc1F)N1CCCN(c2nc(-c3ccccc3)ns2)CC1	2.3	13	3	6	3	2.0	2.0	x	-1.6	-1
COc1ccccc1CNC(=O)COC(=O)c1cc(-c2ccco2)nc2ccccc12	-0.6	x	2	-13	-6	1.4	-4.4	11	-2.5	x
O=C(COC(=O)c1ccc2ncsc2c1)NC(=O)c1ccccc1	2.4	-1	-6	-4	-4	-11	0.4	2	13	0
O=C(Nc1nc(-c2ccc(S(=O)(=O)N3CCOCC3)cc2)cs1)c1ccccc1	2.5	7&-8	-4&15	0&3	0	3.0&5.1	3.4	-3&-2	-0.7&-0.9	-3&-8

Reformatted bar-delimited: entries from further up
canonical_smiles | AddAB inh | Rtt109 HAT inh | Tat transport | PvdQ inh | PfHsp90 yeast 2 | phage Ecoli inh | E coli growth | DAGLB inhibitor | CAL PDZ FP | Wnt bcat act
Cc1cc[n+](CC(=O)Nc2nc3ccccc3s2)cc1 | 1.7 | 0 | 7 | -13 | -17 | 4.1 | -3.7 | -2 | -1.6 | -17
CN(C(=O)C(Cl)Cl)c1ccc(OC(=O)c2ccco2)cc1 | -0.6 | 0&13 | 12&1 | 13&-9 | 7 | 4.5 | 1.6 | 0 | -1.9 | -1

Continued.
SMILES	AddAB inh	Rtt109 HAT inh	Tat transport	PvdQ inh	PfHsp90 yeast 2	phage Ecoli inh	E coli growth	DAGLB inhibitor	CAL PDZ FP	Wnt bcat act
Cc1ccccc1-c1nnnn1C1CCS(=O)(=O)C1 (stereo not given)	0.5	x	-1	-17	4	3.9	0.1	-1	-2.0	-2
CCOc1cccc(CNc2ccc(O)cc2)c1OCc1ccc(Cl)cc1	1.4	1	9	-9	13	3.8	-1.3	3	-1.7	x
Cc1cc(C)cc(C(=O)N(C)C2CCCN(Cc3ccccc3F)C2)c1 (stereo not given)	4.2	4	2	0	16	2.2	-1.7	-2	0.5	-1
CC(C)[C@H](NC(N)=O)C(=O)Nc1ccc2c(c1)CCC2	4.1	2	-3	-5	9	3.3	0.3	-6	-2.2	x
CC(=O)c1ccc(NC(=O)[C@@]2(CC(=O)O)CC(/C=C/c3ccccc3)=NO2)cc1	x	-1	-9	-12	-8	0.4	x	7	-1.2	1
CCn1c(SCc2nc(CC(=O)Nc3ccccc3OC)no2)nnc1-c1cccs1	3.5	-2	-3	-16	19	3.4	4.9	-1	-0.3	-5
Cc1nc2cc(NS(=O)(=O)c3ccccc3)ccc2n1C	0.5	7	-5	-9	10	1.4	-3.7	-4	0.0	-1
Cc1nn(-c2ccccc2)c(Cl)c1/C=N\NC(=O)c1cnccn1	-1.5	6	0	-8	12	2.6	-1.5	1	-1.5	x
Cc1cc(C)n(CC(=O)N2CCCC(N3CCN(c4cccc(C(F)(F)F)c4)CC3)C2)n1 (stereo not given)	-1.6	-2	-2	0	8	0.1	0.6	-1	2.4	4
CCNc1nc(SCCOc2ccc(Cl)cc2Cl)nc(N(C)C)n1	x	-4	-6	-7	-67	2.5	x	-12	-1.8	-4
Cc1cc(-c2ccco2)n(-c2ccccc2)n1	-0.2	3	-7	-6	42	1.0	-0.5	4	-0.4	9
O=C(CN(Cc1ccccc1Cl)C(=O)c1csnn1)NCc1ccc(F)cc1	3.9	-5	-1	-2	12	1.2	1.3	2	-1.8	-2
COc1ccc(OC2C(=O)N(c3ccc(C)c(C)c3)C2c2ccc(OC)c(OC)c2)cc1 (stereo not given)	4.8	-1	-1	-11	2	3.9	0.3	-5	-3.1	1
S=C(Nc1ccc(Oc2ccccc2)cc1)Nc1cccnc1	-0.1	-6	8	-13	-10	-0.9	1.9	1	-0.6	0
COc1ccc(C(CNC(=O)c2cc(F)c(F)c(F)c2F)N2CCOCC2)cc1 (stereo not given)	6.0	-5	-13	-2	10	1.8	-0.2	1	-1.2	1
O=C(Nc1c(F)cc(F)cc1Br)c1cc(-c2ccco2)on1	-1.4	4	3	-10	2	0.2	0.2	-8	0.9	x
Cc1ccc(CNC(=O)Nc2cccs2)cc1	2.5	-1	3	-5	-5	2.0	2.0	-2	x	x
C=CCSc1nn2c(=O)c3ccccc3nc2s1	2.2	-13	7	-5	x	0.8	-1.4	-1	x	52*
O=C(NC[C@@H]1CCCO1)c1cccc2c1C(=O)c1ccc(N3CCOCC3)cc1S2(=O)=O	0.1	-4	-10	-3	1	3.1	-0.9	5	1.1	0
COc1cc([N+](=O)[O-])ccc1NC(=S)N1CCOCC1	-2.5	-2	-3	-11	4	0.9	-0.1	-2	-0.4	7
Cc1cc(Cl)c(S(=O)(=O)NC2CCCC2)cc1OCC(N)=O	4.5	0	-6	-1	4	-0.9	1.0	-1	-3.3	-1
CC1CC(C)CN(CCCOc2ccccc2[N+](=O)[O-])C1 (stereo not given)	2.9	-10	-1	-7	-2	3.1	0.9	-1	-2.8	-2
Nc1nc(N)c(C=Nc2ccc(Br)cc2)c(Nc2ccc(Br)cc2)n1	0.1	-3	-1	-5	-15	6.0	1.1	0	-0.8	1
COC(=O)[C@@H](Cc1ccccc1)NC(=O)NCCc1ccccc1	1.6	2	-5	-21	5	-2.1	-0.9	0	-3.2	0
Cc1ccc(/C=N/Nc2ccc3c(C(F)(F)F)cc(C(F)(F)F)nc3n2)cc1	-0.2	3	-5	-18	-140	x	-0.7	2	-1.2	x
COc1ccc(Cl)cc1NC(=O)c1cccc(-n2cnnn2)c1	x	x	-5	8	-2	-0.1	x	2	-1.6	-3
CCOC(=O)C1=C(C)N(CCCC(=O)O)C(=O)NC1c1cccc(OC)c1 (stereo not given)	1.1	x	x	x	x	4.1	-1.4	x	x	-1
O=C(/C=C/c1nc2ccccc2s1)N1CCCCCC1	0.2	-5	-3	-8	1	2.1	-1.5	2	-1.4	10
C=CCn1c(=N)n(CC(=O)O)c2ccccc21	-0.3	-29	-3	-12	-10	0.7	0.2	-3	-0.7	x

Outcome played no part in choosing rows. About 1.9% of those tested had a hit in this group.
